M1 PAM parental: nonselective activator or artifact in parental CHO-K1 calcium assay; ATP EC20, Fluo-8 calcium fluorescence; 0% at ATP EC20, 100% at ATP max; activation, % at 3 µM; 360,000 compounds, 0.02% hits; AID 602247;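 active means activation above the run cutoff, the mean activation of all test compounds plus 3 SD, cut at about 40% in these data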;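 further: peak over basal fluorescence ratio in a 140 s read after ATP addition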
M5 ag: CHRM5 agonism in calcium assay; P08912; CHO-K1 hM5 cells, Fluo-8 calcium fluorescence; 0% DMSO wells, 100% maximal acetylcholine response; activation, % at 3 µM; 360,000 compounds, 0.19% hits; AID 624037;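 active means activation above the run's mean over test compounds plus 3 SD, cut at about 23% in these data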;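 further: signal is peak over basal fluorescence ratio across the kinetic read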
Target sequence (P08912 whole entry, looked up): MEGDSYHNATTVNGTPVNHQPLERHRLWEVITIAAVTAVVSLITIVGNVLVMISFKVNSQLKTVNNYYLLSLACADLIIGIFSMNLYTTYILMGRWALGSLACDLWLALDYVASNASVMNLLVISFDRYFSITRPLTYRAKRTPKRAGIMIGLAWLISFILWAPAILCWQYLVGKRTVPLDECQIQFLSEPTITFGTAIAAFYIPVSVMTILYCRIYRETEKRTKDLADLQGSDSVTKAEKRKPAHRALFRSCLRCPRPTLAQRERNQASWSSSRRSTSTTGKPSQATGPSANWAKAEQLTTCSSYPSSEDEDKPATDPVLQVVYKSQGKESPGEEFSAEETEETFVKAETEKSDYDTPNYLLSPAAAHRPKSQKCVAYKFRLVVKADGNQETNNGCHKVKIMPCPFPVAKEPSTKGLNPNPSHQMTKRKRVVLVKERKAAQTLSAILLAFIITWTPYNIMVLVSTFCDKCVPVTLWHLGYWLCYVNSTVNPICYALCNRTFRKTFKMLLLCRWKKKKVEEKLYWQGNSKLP
M4 antag: antagonists of human muscarinic M4 receptor (CHRM4); CHO-hM4 cells, ACh EC80, Fluo-8 calcium fluorescence; inhibition, % at 3 µM; 360,000 compounds, 0.73% hits; AID 624125;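 active means inhibition above its plate's cutoff, the mean inhibition of sample wells plus 3 SD, cut at about 27% in these data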;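 further: 0% = acetylcholine EC80 with DMSO and 100% = DMSO without agonist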
Target sequence (P08173 whole entry, looked up): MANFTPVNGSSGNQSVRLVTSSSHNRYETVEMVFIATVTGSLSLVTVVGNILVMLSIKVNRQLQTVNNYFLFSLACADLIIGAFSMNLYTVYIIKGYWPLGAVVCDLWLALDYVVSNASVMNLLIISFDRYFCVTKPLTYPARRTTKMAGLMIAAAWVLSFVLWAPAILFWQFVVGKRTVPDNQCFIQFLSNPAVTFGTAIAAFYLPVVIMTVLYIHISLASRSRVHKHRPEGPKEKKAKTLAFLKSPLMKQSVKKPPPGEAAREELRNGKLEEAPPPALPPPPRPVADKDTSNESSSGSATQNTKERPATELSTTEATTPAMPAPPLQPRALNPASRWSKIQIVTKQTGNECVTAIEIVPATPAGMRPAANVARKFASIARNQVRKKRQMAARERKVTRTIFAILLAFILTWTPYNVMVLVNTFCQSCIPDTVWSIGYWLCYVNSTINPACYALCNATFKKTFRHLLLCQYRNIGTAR
CHRM4 PAM: CHRM4 positive allosteric modulation | P08173 | CHO-K1 hM4/Gqi5, Fluo-8 calcium fluorescence, ACh EC20; 0% = ACh EC20, 100% = maximal ACh | activation, % at 3 µM | 360,000 compounds, 0.4% hits | AID 624126;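 active means activation above its plate's cutoff, the mean activation of sample wells plus 3 SD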; further: some results filed as inactive read as strong as hits
M1 ag parental: nonselective activator or artifact in parental CHO-K1 cells. activation, % at 3 µM. Fluo-8 calcium fluorescence; scaled to maximal ATP response, vehicle zero. 360,000 compounds, 0.48% hits. AID 602248; in the data active means activation above about 15%;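 further: untransfected CHO-K1 host cells lacking M1 receptor as counterscreen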
CHRM4 agonist: agonists of human muscarinic M4 receptor (CHRM4). P08173. CHO-K1 hM4/Gqi5, Fluo-8 calcium fluorescence; vehicle 0%, full acetylcholine response 100%. activation, % at 3 µM. 360,000 compounds, 0.14% hits;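 active means activation above the run mean over all test wells plus 3 SD, cut at about 32% in these data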;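 further: peak over basal fluorescence ratio per well then scaled between controls; 0% = DMSO wells and 100% = acetylcholine at EC100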
M5 antag: antagonists of human muscarinic M5 receptor (CHRM5); CHO-hM5 cells, Fluo-8 calcium fluorescence, ACh EC80; inhibition, % at 3 µM; 360,000 compounds, 0.59% hits; AID 624040;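 active means inhibition above a per-plate cutoff, the mean of that plate's test compounds plus 3 SD, cut at about 27% in these data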;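 further: 0% = acetylcholine EC80 with DMSO and 100% = DMSO without agonist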
CHRM5 PAM: positive allosteric modulators of human muscarinic M5 receptor | P08912 | CHO-K1 hM5, Fluo-8 calcium, ACh EC20 PAM; 0% = ACh EC20, 100% = ACh EC100 | activation, % at 3 µM | 360,000 compounds, 0.3% hits | AID 624038;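 active means activation above the run cutoff, the mean activation of all test compounds plus 3 SD, cut at about 18% in these data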
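system = human M5 receptor in CHO-K1 cells | compound = one concentration, 3 µM final (nominal) | schedule = Post-acetylcholine fluorescence recording 140 s | signal = Fluo-8 calcium dye fluorescence, kinetic read | benchmarks = low control EC20 acetylcholine (0%), high control EC100 acetylcholine (100%) | repeats = singlicate, one well per test compound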
CHO-K1 Ca antag: nonselective inhibitor or artifact in parental CHO-K1 cells; ATP-induced calcium, Fluo-8 fluorescence; inhibition, % at 3 µM; 360,000 compounds, 0.6% hits;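 active means inhibition above a per-plate cutoff, the plate's mean sample inhibition plus 3 SD, cut at about 24% in these data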;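 further: 0% = DMSO plus EC80 ATP and 100% = DMSO alone without ATP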
* hit, by the source's call.

SMILES	M1 PAM parental	M5 ag	M4 antag	CHRM4 PAM	M1 ag parental	CHRM4 agonist	M5 antag	CHRM5 PAM	CHO-K1 Ca antag
Nc1nc2n(n1)C(c1c(F)cccc1Cl)CC(c1ccc(F)cc1)N2 (stereo unspecified)	15.8	5.7	-3.1	5.5	1.2	5.1	-3.4	-1.0	-4.2
O=C(Nc1cccc(C(F)(F)F)c1)C1=CC=CN2CCS(=O)(=O)N=C12	-13.5	-0.8	9.6	-1.8	0.1	0.7	8.1	-9.7	6.2
Cc1ccc(SCC(=O)NC2CCS(=O)(=O)C2)cc1 (stereo unspecified)	20.2	-2.0	-2.8	7.3	0.5	0.5	-0.9	-1.8	-10.6
CC(C)(C)c1ccc(NC(=O)c2ccc(=O)[nH]n2)cc1	10.7	-1.6	-8.7	4.4	0.7	1.4	1.7	-1.5	-2.4
O=C(CC(CC(=O)c1ccccc1)C(=O)O)c1ccccc1	-7.1	0.2	0.5	6.5	0.0	-0.5	-3.3	-1.3	12.6
O=C(NC1CCCCC1)C(c1ccc(Cl)cc1)N1CCC2(CC1)OCCO2 (stereo unspecified)	13.8	-4.1	-9.3	-2.5	0.4	1.1	-4.5	-7.1	-12.1
C/C(=N/NC(=O)c1ccco1)c1ccc(Br)s1	4.5	-5.5	-5.3	9.6	0.8	0.3	-7.7	6.9	-3.8
COc1cc2nc(=S)n(CCCN3CCOCC3)c(N)c2cc1OC	18.7	0.8	-1.7	1.2	1.1	0.7	1.1	9.8	-17.6
Cc1ccc2cc(CCNC(=O)c3ccco3)c(=O)[nH]c2c1	18.0	0.1	3.3	1.4	0.8	0.7	0.9	-1.6	-3.0
CN(C)c1ccc(C=NN2C(=O)CSC2=S)c(Cl)c1	-3.2	25.8*	1.4	-3.9	9.8	5.4	24.1	-11.4	8.8
COc1ccc(NC(=O)CSc2nc3ncccc3[nH]2)cc1OC	5.7	-1.0	-20.9	13.1	0.3	2.6	1.2	-5.2	0.0
CCCNc1nc(OC(C(F)(F)F)C(F)(F)F)nc(OC(C(F)(F)F)C(F)(F)F)n1	14.2	2.2	-3.1	2.1	0.8	0.9	5.3	-4.5	-13.9
COc1ccc(S(=O)(=O)N2CCNC(=O)CC2)cc1	-4.2	-1.9	1.9	-0.4	1.2	4.4	-1.5	-1.0	-9.7
Cc1cc(NC(=O)CC2Oc3ccccc3NC2=O)ccc1Br (stereo unspecified)	16.1	-1.9	-9.5	11.2	4.4	10.6	7.1	-9.1	-6.7
COc1ccc(CNC(=O)C(c2ccco2)N(C(=O)c2snc(C(N)=O)c2N)c2cccc(OC)c2)cc1 (stereo unspecified)	15.7	-2.9	-24.5	1.9	1.0	12.4	15.9	2.3	-21.3
CCCCN(C=O)c1c(CC)nc2c(OCc3ccccc3C(=O)OC)cccn12	0.1	-2.2	-8.6	-1.4	1.4	3.9	-3.1	-0.1	-4.0
CCCCn1c(N)c(N(CCOC)C(=O)COC(=O)C(C)Oc2ccc(Cl)cc2)c(=O)[nH]c1=O (stereo unspecified)	9.5	2.6	-0.4	0.3	0.3	-1.0	3.8	2.8	-12.6
CC(C)Cn1c(CN2CCN(C)C(CCO)C2)nc2ccccc21 (stereo unspecified)	15.1	-14.2	-8.6	-1.8	0.3	0.5	-2.9	3.4	-7.9
Cc1cc(S(=O)(=O)/N=C(\N)c2ccc(C(N)=O)cc2)cc(C)c1F	6.7	-1.2	-6.4	-0.5	0.1	0.2	8.9	3.6	-15.5
O=C1OC(c2ccccc2)/C(=C(/O)c2ccc(Cl)cc2)C1=O (stereo unspecified)	9.8	-2.5	-4.8	16.5	-0.1	-1.5	-4.0	3.2	5.8

An excerpt from above in order of number of heavy atoms, smallest number first.
SMILES	M1 PAM parental	M5 ag	M4 antag	CHRM4 PAM	M1 ag parental	CHRM4 agonist	M5 antag	CHRM5 PAM	CHO-K1 Ca antag
CN(C)c1ccc(C=NN2C(=O)CSC2=S)c(Cl)c1	-3.2	25.8*	1.4	-3.9	9.8	5.4	24.1	-11.4	8.8
O=C(Nc1cccc(C(F)(F)F)c1)C1=CC=CN2CCS(=O)(=O)N=C12	-13.5	-0.8	9.6	-1.8	0.1	0.7	8.1	-9.7	6.2
CCCCn1c(N)c(N(CCOC)C(=O)COC(=O)C(C)Oc2ccc(Cl)cc2)c(=O)[nH]c1=O (stereo unspecified)	9.5	2.6	-0.4	0.3	0.3	-1.0	3.8	2.8	-12.6

Following part:
SMILES	M1 PAM parental	M5 ag	M4 antag	CHRM4 PAM	M1 ag parental	CHRM4 agonist	M5 antag	CHRM5 PAM	CHO-K1 Ca antag
COc1cccc(/C=N/n2cnc3c(cnn3-c3ccccc3)c2=O)c1	14.5	0.9	-4.2	0.1	0.5	1.2	-0.7	4.3	-7.0
CCN(c1ccccc1)S(=O)(=O)c1cc2c3c(c1)C(C)C(=O)N3CCC2 (stereo unspecified)	10.5	-4.0	-8.1	-3.2	1.9	2.6	10.4	-3.5	-10.4
CN(CC(=O)Nc1ccc(F)cc1)C(=O)c1ccc(OCc2ccccc2)cc1	-2.7	-3.0	-6.5	5.2	-0.1	1.5	3.8	-3.1	-1.6
CC(C)(C)c1ccc(NC(=O)NCc2ccco2)cc1	-1.1	-0.6	-4.0	0.4	1.1	1.2	0.3	4.2	-9.6
CCCCOC(=O)c1ccc(NC(=O)C(=O)NCC2CCCO2)cc1 (stereo unspecified)	14.1	4.8	-5.3	0.0	0.9	3.0	-4.0	-1.2	-5.4
Nc1ccccc1Nc1cc(-c2cccc(Cl)c2)nn1-c1ccccc1	22.4	-2.0	-7.5	-5.7	1.3	3.5	11.9	-11.0	-19.3
COc1ccc(CNC(=O)N2CCN(c3ccc(F)cc3)CC2)cc1Cl	-0.6	4.7	0.4	-6.5	6.1	7.0	4.1	-5.1	-13.2
O=C(Nc1ncccn1)c1ccc(Cl)c([N+](=O)[O-])c1	2.2	1.2	3.9	0.7	-0.6	0.6	-2.3	3.7	-8.7
O=C(/C=C/c1nc2ccccc2s1)N1CCCCCC1	36.4	-1.4	1.5	0.8	2.8	3.0	-6.8	1.3	-8.7
CC(C)c1cccc(C(C)C)c1NC(=S)Nc1cccc(Cl)c1	13.3	1.9	-5.6	-4.2	3.8	1.8	19.1	-3.4	-5.7
O=C(/C=C/c1ccc([N+](=O)[O-])cc1)NCc1ccc2c(c1)OCO2	5.8	-4.7	-0.2	6.1	2.4	2.9	-0.7	2.4	-13.7
CCCn1c(/C=C/c2cc[n+](C)cc2)nc2ccccc21	7.8	2.4	6.1	-3.3	0.2	0.2	-20.8	14.3	1.1
Cc1ccc(NC(=O)CSCC(=O)O)cc1	5.2	1.6	-11.2	10.9	-0.1	0.5	-7.1	13.6	-10.2
O=C(c1cccc(S(=O)(=O)Nc2ccccc2Cl)c1)N1CCCCCC1	-13.6	3.2	-0.4	3.4	0.5	1.4	7.5	-5.0	-1.6
Cc1cc(OC(=O)c2cc(C(F)(F)F)cc(C(F)(F)F)c2)c([N+](=O)[O-])c(=O)[nH]1	18.9	1.9	-4.3	5.8	0.5	-0.1	1.7	0.9	-1.9
COc1ccccc1OCC(=O)Nc1ccccc1C(=O)NCc1cccnc1	-9.2	-0.5	-16.6	-1.8	1.4	5.8	6.7	-4.4	9.4
CC(=O)c1ccc(NC(=O)c2ccc(N3C(=O)c4cccnc4C3=O)cc2)cc1	16.3	-3.9	3.7	0.6	0.8	2.5	-0.7	1.5	-9.6
CCOc1ccc(S(=O)(=O)N2CCC(C(=O)Nc3ccccc3N3CCCC3)CC2)cc1	5.0	-0.8	-30.0	-1.0	0.6	2.3	0.1	-3.3	-4.0
O=C(Nc1cccc(Cl)c1)Nc1cccc(C(=O)O)c1	18.4	5.9	6.5	-0.2	0.3	0.0	-5.4	9.3	-12.0
CC(OC(=O)c1ccc(S(=O)(=O)N2CCOCC2)cc1)c1ccccc1 (stereo unspecified)	-6.0	1.7	1.6	-2.1	0.0	3.7	6.6	-3.9	9.1
O=C(Nc1ccc(F)cc1F)NC1CC(=O)N(Cc2ccccc2)C1 (stereo unspecified)	13.5	3.1	4.1	7.3	0.4	1.4	-6.2	1.0	-6.7
C=CCOc1ccccc1CN1CCCN(C)CC1	4.3	-25.5	-5.5	-4.9	0.8	1.4	4.5	-4.6	-2.6
O=C(NCCCN1CCc2ccccc2C1)C1CCN(S(=O)(=O)N2CCC3(CC2)OCCO3)CC1	4.1	-6.0	-3.8	-6.7	-0.7	0.7	-1.5	-5.3	-9.2
N#Cc1cccn1-c1nccs1	13.9	3.8	3.8	3.0	1.6	3.9	2.5	6.1	3.4
NC(=O)CN(c1ccccc1)C1SC(=O)N(Cc2ccccc2)C1=O (stereo unspecified)	10.8	6.2	-7.2	-4.4	6.2	8.5	4.9	-4.4	-13.4
O=C(Cc1nnc(NC(=O)Nc2ccccc2)s1)NCc1ccccc1	7.2	1.1	-2.9	1.7	-0.1	0.8	1.3	-1.2	-3.1
O=C(Nc1ccc2ccccc2c1)Nc1ccc2snnc2c1	-1.8	12.0	13.1	-10.6	14.0	15.6	23.2	-24.8	32.6*
FC(F)(F)c1cccc(NC(=S)Nc2ccc(Cl)c(Cl)c2)c1	1.4	7.8	3.5	-1.0	4.9	5.7	5.8	-5.7	4.5
Cc1ccc(NCc2nnc(SCCN3CCCCC3)n2CC2CCCO2)cc1Cl (stereo unspecified)	7.2	-16.7	-3.0	8.4	0.5	1.1	3.3	14.9	-17.1
COc1ccc(CCNC(=O)C(=O)NCC2OCCN2S(=O)(=O)c2ccc(OC)c(OC)c2)cc1 (stereo unspecified)	21.1	3.9	-12.8	7.0	4.9	12.5	-1.9	-5.2	-8.5
CCCCN(CCCC)S(=O)(=O)c1ccc2[nH]c(=O)[nH]c2c1	18.6	-10.7	3.0	-2.2	0.9	0.2	5.9	-0.8	-1.4
O=C(CSc1n[nH]c(-c2ccccn2)n1)Nc1ccc(F)cc1	1.1	-2.7	9.5	-4.5	-0.4	0.3	15.6	-7.3	-2.9
Cc1nc2ccc(NS(=O)(=O)c3c(F)cccc3F)cc2s1	5.9	7.7	-1.0	2.6	7.4	10.2	12.8	-15.3	-11.2
Cc1ccc(N2CCN(CC(O)COc3ccccc3)CC2)cc1 (stereo unspecified)	-8.6	-0.3	-2.9	5.8	-0.2	0.3	4.4	10.1	3.1
CC(C)C[C@@H](NC(=O)C1CCC(CNC(=O)[C@H](Cc2ccccc2)NC(=O)OC(C)(C)C)CC1)C(=O)O (stereo partly specified)	2.7	0.3	7.5	-0.2	0.2	0.3	-1.7	6.2	-8.6
C/C=C(\C)C(=O)OC1c2c(ccc3ccc(=O)oc23)OC(C)(C)C1OC(C)=O (stereo unspecified)	3.1	8.0	11.8	-12.7	14.7	12.0	1.4	-35.8	9.0
Cn1c2ccc(F)cc2c2ncn(CCCN(CCO)CCO)c(=O)c21	8.8	0.8	-1.9	-1.4	-0.2	0.0	-1.9	-3.1	-4.4
O=C(C1=C[C@H](C2CCCCC2)C[C@H](OCc2ccc(CO)cc2)O1)N1CCOCC1	4.9	2.5	-9.7	-0.6	1.2	1.1	9.1	-0.2	-4.7

Five compounds from above, ordered by the value under CHRM4 agonist, highest first:
smiles	CHRM4 agonist
Cc1nc2ccc(NS(=O)(=O)c3c(F)cccc3F)cc2s1	10.2
FC(F)(F)c1cccc(NC(=S)Nc2ccc(Cl)c(Cl)c2)c1	5.7
O=C(Nc1ccc(F)cc1F)NC1CC(=O)N(Cc2ccccc2)C1 (stereo unspecified)	1.4
Cc1ccc(NCc2nnc(SCCN3CCCCC3)n2CC2CCCO2)cc1Cl (stereo unspecified)	1.1
Cn1c2ccc(F)cc2c2ncn(CCCN(CCO)CCO)c(=O)c21	0.0

Screens as filed in PubChem.
